Wnt bcat act: activates Wnt/beta-catenin signaling in a reporter cell assay | activation, % at 9.35 µM | AID 743398 | hit rate 1.2% among 300,000 | activator, plate reader; in the data active = activation above about 30%, passing the limit was not always enough; inconclusive = no clear call, values can overlap the other calls;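 also: 0% = neutral control wells and 100% = positive control wells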
HTR5A inv ag: inverse agonist of human HTR5A in OPRM1-OPRD1 counter-screen. P47898. HTR5A cell line, luminescence, inverse agonism. inhibition, % at 9.3 µM. hit rate 0.083% among 340,000; in the data active = inhibition mostly above about 23%, no sharp cut-off; inactive = mostly below about 18%;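 also: 0% = cells with DMSO and 100% = no-cell wells with DMSO; some compounds called inactive have numbers as strong as hits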
PvdQ acylase: blocks Pseudomonas aeruginosa PvdQ acylase activity | hit rate 0.063% among 340,000 | purified PvdQ acylase, fluorescence plate reader | AID 488965 | inhibition, % at 10 µM; in the data active = inhibition above about 30%, passing the limit was not always enough; inconclusive = no clear call, values can overlap the other calls;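 also: 0% = vehicle neutral wells and 100% = reference inhibitor wells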
CDK5 inh: blocks human CDK5/p35 kinase activity | Recombinant CDK5/p35, ADP-Glo luminescence, 60 min | inhibition, % at 10 µM | hit rate 0.01% among 330,000 | AID 488839;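 active = highest replicate inhibition of at least 50% and at least 75% of replicates reaching 50%; inconclusive = only one of the two criteria met; inactive = both criteria failed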;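 also: plate controls were DMSO neutral control for no effect and GW8510 at 10 µM for full effect; many of its hits are not listed in these tables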
dFosB act: activators of mouse delta FosB homodimer; purified delta FosB, TAMRA-CDK5 oligo fluorescence polarization; percent of positive-control signal above neutral wells; P13346; AID 493131; activation, % at 25 µM; hit rate 0.99% among 340,000;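 active = mean activation above about 17%, with every replicate also reaching it, limit read from the data, passing the limit was not always enough; inconclusive = only one of the two conditions met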;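 also: fluorescence polarization rise as delta FosB binds a TAMRA Cdk5 AP-1 oligo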
HTR5A ag: activates human HTR5A in OPRM1-OPRD1 agonist counter-screen | P47898 | HTR5A agonist assay, luminescence, cell-based | activation, % at 9.3 µM | hit rate 0.61% among 340,000 | AID 504692; in the data active = activation mostly above about 9.5%, no sharp cut-off; inactive = mostly below about 7.6%;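 also: 0% = cells with vehicle only and 100% = reference agonist; strong numbers were not always called active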
SR-BI HDL uptake: blocks mouse SR-BI lipid uptake from DiI-HDL; Q61009; ldlA[mSR-BI] CHO cells, DiI-HDL uptake fluorescence, 3 h; inhibition, % at 12.5 µM; hit rate 0.96% among 320,000;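 active = mean replicate inhibition of at least 70% and a set share of replicates each scoring 70 or more; inconclusive = meets just one of the two criteria; inactive = fails both criteria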;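 also: 0% = median of neutral control wells and 100% = median of positive control wells; values of inactives mirror those of a sister screen read the other way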
V-ATPase pH: regulators of yeast V-ATPase proton transport. AID 504577. hit rate 0.37% among 350,000. response, % at 10 µM. S. cerevisiae, pHLuorin cytosolic pH fluorescence; in the data active = response mostly above about 7.3%, no sharp cut-off; inactive = mostly below about 5.4%; also: actives read high; inactives centre near 0; some compounds called inactive have numbers as strong as hits; reference of the scale not given here
MITF act: MITF TRPM1 promoter activation in melanoma cells; SK-MEL-5 TRPM1-promoter luciferase, 24 h; % of positive control, neutral wells = 0; activation, % at 12.5 µM; hit rate 0.75% among 300,000; AID 588334;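 active = mean activation of at least 80% with every replicate also reaching 80%; inconclusive = mean reaches 80% but some replicate falls short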;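 also: 0% = neutral control wells and 100% = parthenolide positive control wells; values of inactives mirror those of a sister screen read the other way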
NSD2 inh: NSD2 (human) methyltransferase inhibition | O96028 | NSD2 peptide methylation, AlphaScreen, 120 min | inhibition, % at 12.5 µM | hit rate 0.54% among 310,000 | AID 743445; in the data active = inhibition above about 50%
Target sequence (O96028 whole entry, looked up): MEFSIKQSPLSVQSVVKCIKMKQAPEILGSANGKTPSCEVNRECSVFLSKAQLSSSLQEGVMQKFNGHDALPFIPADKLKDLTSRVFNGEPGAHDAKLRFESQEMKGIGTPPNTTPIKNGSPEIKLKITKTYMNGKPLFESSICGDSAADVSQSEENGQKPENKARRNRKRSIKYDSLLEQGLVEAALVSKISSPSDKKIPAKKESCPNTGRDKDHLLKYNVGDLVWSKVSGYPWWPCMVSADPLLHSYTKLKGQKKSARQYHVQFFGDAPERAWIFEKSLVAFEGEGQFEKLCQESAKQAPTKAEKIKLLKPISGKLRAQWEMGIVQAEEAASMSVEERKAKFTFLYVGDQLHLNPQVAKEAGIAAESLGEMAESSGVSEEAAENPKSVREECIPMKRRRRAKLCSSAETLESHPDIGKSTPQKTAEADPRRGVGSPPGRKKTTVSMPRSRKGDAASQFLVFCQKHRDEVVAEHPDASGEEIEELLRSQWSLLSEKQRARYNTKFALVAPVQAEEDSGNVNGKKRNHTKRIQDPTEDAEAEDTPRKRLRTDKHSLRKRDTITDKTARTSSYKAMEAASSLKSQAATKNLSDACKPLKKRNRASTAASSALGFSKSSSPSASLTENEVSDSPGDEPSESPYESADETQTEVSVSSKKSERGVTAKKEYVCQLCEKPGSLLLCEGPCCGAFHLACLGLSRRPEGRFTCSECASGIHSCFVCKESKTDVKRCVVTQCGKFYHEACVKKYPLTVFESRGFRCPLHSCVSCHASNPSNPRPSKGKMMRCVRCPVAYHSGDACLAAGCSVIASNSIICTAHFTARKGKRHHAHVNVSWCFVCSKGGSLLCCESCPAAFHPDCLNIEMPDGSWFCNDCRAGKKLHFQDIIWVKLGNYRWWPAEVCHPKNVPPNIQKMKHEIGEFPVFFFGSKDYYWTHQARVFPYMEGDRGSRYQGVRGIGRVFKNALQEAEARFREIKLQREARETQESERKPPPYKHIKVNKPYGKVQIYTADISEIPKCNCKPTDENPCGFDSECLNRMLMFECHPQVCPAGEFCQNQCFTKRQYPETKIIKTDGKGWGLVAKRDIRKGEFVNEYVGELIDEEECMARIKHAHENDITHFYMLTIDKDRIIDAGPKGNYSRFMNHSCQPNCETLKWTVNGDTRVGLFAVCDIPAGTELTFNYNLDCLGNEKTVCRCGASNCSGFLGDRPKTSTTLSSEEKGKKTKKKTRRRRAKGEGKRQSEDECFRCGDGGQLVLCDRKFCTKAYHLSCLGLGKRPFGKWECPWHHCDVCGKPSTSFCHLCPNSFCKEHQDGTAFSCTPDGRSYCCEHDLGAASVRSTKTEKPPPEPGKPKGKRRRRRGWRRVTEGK
An asterisk follows results filed as active; u = inconclusive; x = no result given.

cpd	Compound	Wnt bcat act	HTR5A inv ag	PvdQ acylase	CDK5 inh	dFosB act	HTR5A ag	SR-BI HDL uptake	V-ATPase pH	MITF act	NSD2 inh
1	Cc1ccc(C(C(=O)NC(C)(C)C)N(Cc2ccco2)C(=O)Cn2nnc(-c3cccs3)n2)cc1 (stereo not drawn)	-7.8	-7.2	-10.1	0.1	1.6	2.8	8.9	3.9	x	-3.0
2	COc1ccc(-c2nnc3sc(-c4ccco4)nn23)cc1OC	6.4	-6.7	-5.4	-0.6	-21.2	-0.6	47.8	3.9	33.5	1.9
3	CC(=O)Nc1nc(-c2ccc(Br)s2)cs1	-1.3	-0.6	-7.2	0.8	-1.4	0.2	14.4	-0.4	x	0.2
4	CCn1cc(C(=O)NCCCOC)c(=O)c2cc(S(=O)(=O)N(C)C)ccc21	1.5	-11.8	-7.7	-0.5	-11.8	4.3	-17.2	-0.6	x	x
5	CCOc1ccc(OCCCC(=O)N2CCN(S(=O)(=O)c3ccc(Cl)cc3)CC2)cc1	-2.5	-13.5	-11.1	0.2	-8.9	0.4	-10.0	1.1	-0.4	16.1
6	CCN(CC)S(=O)(=O)c1cccc(NC(=O)Nc2cccc(C(F)(F)F)c2)c1	-35.1	-17.5	-8.4	-0.4	3.7	3.0	20.2	-2.4	-34.8	0.1
7	COC(=O)CSc1nnc(CNS(=O)(=O)c2ccc(Cl)cc2)n1C	x	-4.4	-4.3	-1.7	5.8	3.9	-7.4	-3.2	1.5	-4.2
8	CN(CC(=O)Nc1ccc(S(=O)(=O)N2CCCC2)cc1)Cc1ccc(Cl)cc1Cl	-1.7	22.3	-7.9	-1.2	-19.5	5.6	31.7	-0.8	-7.0	-2.4
9	CC(=O)Nc1c(-c2ccccc2)nc2cc(C)ccn12	1.5	-12.8	-10.6	-1.4	-13.1	0.7	-29.3	1.6	-9.2	-4.0
10	CCN1C(=O)/C(=C/c2ccc(C)s2)NC1=S	x	-5.0	-5.4	-1.0	-1.4	6.0	20.5	1.5	-13.5	25.4
11	NC(=O)CNC1CC(=O)N(CCc2ccccc2)C1=O (stereo not drawn)	x	5.9	-2.5	1.2	3.7	0.8	5.4	-3.8	-1.6	2.9
12	Cc1ccccc1N1CCN(S(=O)(=O)c2nnc(NC(=O)CC(C)C)s2)CC1	-1.7	-25.4	-6.6	-1.1	3.8	8.3	1.6	-2.5	x	x
13	c1nc2ccc(Cc3ccc4nc[nH]c4c3)cc2[nH]1	4.3	8.1	-21.0	0.7	-1.1	-2.2	24.0	-4.7	5.8	-3.5
14	CCOc1ccc(N(CC(=O)NC2CCCC2)C(=O)CCC(=O)Nc2nc(C)cs2)cc1	1.9	15.6	-8.1	0.9	-12.7	2.2	-6.1	4.6	6.7	-1.0
15	O=C(NCCCN1CCCC1=O)Nc1cc(Cl)ccc1Cl	1.8	4.1	6.3	1.0	-1.0	-1.6	-19.2	-2.1	-7.7	14.1
16	O=C(NCC1CCN(S(=O)(=O)c2ccccc2)CC1)Nc1ccc(F)cc1F	-1.1	10.0	4.0	-1.7	-8.5	-3.9	15.4	1.2	-8.3	0.1
17	CCN(CC(=O)Nc1ccc(S(=O)(=O)N2CCCC2)cc1)Cc1ccccc1	-1.4	-6.6	-9.9	0.3	-10.6	2.4	31.7	-2.2	-8.0	-0.2
18	CC(C)CC1(C)CNC(=O)NC1	-1.0	3.6	-12.1	0.3	4.6	-0.9	-18.8	-0.1	-2.3	0.4
19	CCN(CC)S(=O)(=O)c1ccc(N2CCOCC2)c(NC(=O)CC23CC4CC(CC(Br)(C4)C2)C3)c1	x	-9.5	-0.1	-0.6	-11.1	2.8	-12.1	1.4	13.2	-2.9
20	O=C(C1CC1)N1CCc2cc(Br)cc(S(=O)(=O)NC3CCCCC3)c21	x	-6.0	-10.8	9.9	-10.0	-2.0	7.6	0.2	0.3	-0.5

(more compounds)
cpd	Compound	Wnt bcat act	HTR5A inv ag	PvdQ acylase	CDK5 inh	dFosB act	HTR5A ag	SR-BI HDL uptake	V-ATPase pH	MITF act	NSD2 inh
21	CCc1ccc(C(=O)COC(=O)CNC(=O)c2ccc(Br)o2)cc1	0.7	5.3	-16.6	-9.2	-11.0	3.0	-6.2	2.5	1.9	-2.4
22	CC(C=Cc1ccccc1)=NNS(=O)(=O)c1ccc([N+](=O)[O-])cc1	-2.3	-9.8	0.8	-0.8	2.0	2.5	-6.5	-0.8	-13.6	3.4
23	C/C(=N\NC(=O)c1ccc(C)cc1C)c1ccc2c(c1)Nc1ccccc1S2	8.2	-8.1	-7.9	-1.2	-1.9	-1.4	41.8	-2.5	8.4	-1.0
24	CC(C)CC(=O)NC1(C(F)(F)F)C(=O)N(Cc2ccccc2)C2=C1C(=O)CC(C)(C)C2 (stereo not drawn)	x	7.3	-4.9	-1.5	-5.0	-3.9	-19.7	-2.1	-3.2	1.7
25	O=C1CC(c2ccc3c(c2)OCO3)C2=C(CCCC2=O)N1 (stereo not drawn)	x	-15.3	-14.5	0.4	-10.2	4.5	-11.4	3.4	14.6	x
26	O=C(NC(=S)Nc1cccc2cccnc12)c1cccs1	u	-13.4	3.6	1.8	-10.3	5.0	-3.4	-2.4	1.5	-6.3
27	CCOc1ccc(NC(=O)C2CCCN(C)C2)cc1 (stereo not drawn)	2.0	-9.0	6.1	0.3	-1.8	3.3	-2.1	-0.9	5.5	x
28	C/C=C/Cn1c(SCc2ccc(Cl)cc2)nc2c1c(=O)[nH]c(=O)n2C	x	10.1	-6.1	0.6	0.6	-0.9	8.0	-2.1	23.7	-5.1
29	COc1ccc(NC(=O)c2ccc(CN(c3cc(Cl)ccc3C)S(=O)(=O)c3ccccc3)cc2)cc1OC	x	13.5	-2.8	2.2	-7.9	-2.0	53.8	4.1	-5.9	-0.4
30	COc1ccc(CN2CCNC(=O)C2CC(=O)NC2CCCC2)cc1OC (stereo not drawn)	2.0	12.1	-11.7	-8.5	-8.3	-5.0	-6.3	-1.8	12.9	1.1
31	Cc1nnc2n1CCCCC2	2.7	-0.7	-6.9	-0.7	-9.9	7.6	-5.0	-0.2	x	-2.9
32	CCCCNC(=O)C1c2cc(OC)c(OC)cc2C(=O)N(C)C1c1ccc(OC)cc1 (stereo not drawn)	x	-31.1	5.6	-1.9	-0.1	2.1	-22.6	-1.7	2.4	-0.9
33	O=C(/C=C/c1ccccc1[N+](=O)[O-])c1ccc(F)cc1	8.4	-5.8	3.0	-0.1	-8.4	2.2	0.7	-0.6	0.8	-1.8
34	Cc1nn(-c2cc(N3CCNCC3)ccc2[N+](=O)[O-])c(=O)c2ccccc12	-9.0	6.5	3.9	-0.7	-4.5	-2.2	12.6	6.1	-11.7	3.0
35	Cc1ccccc1-n1c(SCC(=O)Nc2ccc3c(c2)OCO3)nnc1-c1ccccn1	-5.4	-27.6	4.2	-0.4	-6.9	3.3	18.3	-7.7	6.9	5.6
36	COc1ccc(NC(=O)c2ccc3nccnc3c2)cc1	10.7	-16.7	-8.4	0.0	-10.5	6.0	-17.1	2.3	70.6	-0.9
37	CC1Oc2ccccc2C=C1/C=C1/SC(N2CCOCC2)=NC1=O (stereo not drawn)	3.7	-26.8	2.6	-0.4	2.3	2.3	3.7	-0.5	24.4	2.0
38	CN(C)CCNC(=O)c1cc(Br)ccc1Cl	-1.7	-4.5	-11.2	-0.7	-6.8	4.4	-9.9	-3.2	-2.0	-1.2
39	Cc1ccc(C2=NC3(CCCCC3)N=C2SCC(=O)Nc2ccc3c(c2)OCCO3)cc1	-0.7	-1.4	-11.7	-1.1	-11.1	0.5	53.8	-1.0	x	x
40	O=C(N/N=C/C(Cl)=C/c1ccccc1)c1ccccn1	17.1	5.5	5.8	1.4	-12.0	-2.0	13.2	-1.7	67.4	-1.0

The list continues:
cpd	Compound	Wnt bcat act	HTR5A inv ag	PvdQ acylase	CDK5 inh	dFosB act	HTR5A ag	SR-BI HDL uptake	V-ATPase pH	MITF act	NSD2 inh
41	Nc1nc2n[nH]nc2c(=O)[nH]1	-2.8	11.3	-18.5	-0.3	0.8	0.8	-3.7	0.8	-62.7	x
42	O=C(O)c1ccccc1C(=O)N1CCN(c2cccc(Cl)c2)CC1	0.8	-25.9	-5.9	1.2	-1.1	7.1	-38.5	-5.0	0.0	-0.9
43	COc1ccc(-n2cnc3sccc3c2=O)cc1	4.8	-3.5	-2.6	1.8	1.9	0.9	-1.8	1.7	3.2	-1.5
44	COc1cc(/C=C2\C=CC(=O)O2)cc(OC)c1	2.1	-10.3	-6.1	1.0	-12.2	2.9	16.5	-2.3	10.8	-0.3
45	O=[N+]([O-])c1ccc(OCCOCCOc2ccc([N+](=O)[O-])cc2)cc1	-1.1	1.4	-6.1	-1.7	-1.7	1.8	x	0.6	0.4	0.2
46	COCCNC(=O)[C@H](C)[C@H]1C[C@]1(C)[C@H](NC(=O)OCc1ccccc1)c1ccccc1	-0.4	-26.9	-7.6	0.5	-2.2	2.0	-20.1	0.8	8.1	x
47	Cc1cc(C)c(S(=O)(=O)NNC(=O)C2CCN(Cc3ccccc3)CC2)c(C)c1	-5.3	-2.6	-2.3	-0.4	-6.0	1.0	18.6	1.7	x	x
48	CCCCCn1cnc2sc(-c3ccccc3)cc2c1=O	21.9	6.6	-25.1	-2.6	0.8	-1.0	-15.7	4.8	106.9*	-1.3
49	COc1ccc(S(=O)(=O)Nc2cccc(-c3ccc4nncn4n3)c2)cc1F	x	-3.4	1.0	-0.8	-13.3	2.0	7.0	4.3	-6.6	-1.1
50	Cc1cc2nc(-c3ccc(SCC(=O)N4CCN(C(=O)c5ccco5)CC4)nc3)[nH]c2cc1C	x	-39.3	5.8	-0.9	-0.2	-0.4	54.6	-3.0	68.0	-0.4
51	COc1cccc(OC)c1C(=O)Nc1ccc(Br)c(C(=O)c2ccccc2)c1	-2.8	5.9	-6.0	-0.4	2.7	4.6	7.5	-2.6	-9.1	-5.2
52	COc1ccccc1CN1CCCCC1C(=O)O (stereo not drawn)	4.3	-10.5	-13.7	-3.1	-2.1	3.7	-7.1	0.8	4.6	1.0
53	Cc1ccc(C)c(S(=O)(=O)NC2CCSC2=O)c1 (stereo not drawn)	0.7	-25.1	79.0*	1.3	-2.4	0.5	-1.3	1.8	4.4	-3.8
54	Cc1onc(-c2c(F)cccc2Cl)c1C(=O)N=C(N)N1CC(C)OC(C)C1 (stereo not drawn)	-3.5	37.5	0.9	0.7	-4.9	-6.4	9.7	-3.8	x	-1.1
55	Cc1ccc(C)c(N(CC(=O)NC2CCCC2)C(=O)CCC(=O)Nc2cc(C)on2)c1	-2.2	-10.8	2.8	-2.2	-5.9	3.6	x	6.6	-12.4	5.2
56	Cc1ccc(NC(=S)N2CCN(CCN3C(=O)c4cccc5cccc(c45)C3=O)CC2)cc1	8.1	7.4	8.9	4.6	7.8	-0.2	56.6	-5.4	x	0.0
57	CC1=CC2=NC(=O)/C(=C/c3cccn3Cc3ccccc3)C(=N)N2O1	5.8	-9.4	-6.3	0.3	-20.4	-2.6	26.6	0.3	x	-0.6
58	Cc1ccc([C@H]2C(C(=O)O)=CC[C@@H](c3cccc(C)c3)N2S(=O)(=O)c2ccc(C)cc2)cc1	-0.9	-3.6	-9.7	-0.4	-2.7	1.0	-5.6	-3.4	4.5	x
59	COc1ccccc1NC(=S)NC1CCCCCC1	3.0	13.2	-6.8	-0.1	1.0	-5.2	-5.5	-3.4	3.4	0.3
